Source: PubChem
Tn7 DDE FP = disrupts Tn7 cyclic peptide binding to fibrin D-Dimer-E complex; P02675; FP displacement of FITC-Tn7 peptide from fibrin DD(E); 0% = median of compound wells per plate; inhibition, % at 8.3 µM; 370,000 tested, 0.13% active; AID 720508;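 active = inhibition above the mean of compounds falling within the control limits plus 3 SD of them, cut at about 14% in these data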;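 note: 0% = plate median of compound wells and 100% = 10 µM Aha-Tn7 peptide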
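assay system = human clot-derived fibrin DD(E) complex | quantity = Fibrin-DD(E) at 2 µM final | timing = 10 min preincubation, 3 h with tracer, room temperature | signal = fluorescence polarization | measure = percent inhibition | benchmarks = high control wells with 10 µM unlabelled Aha-Tn7 peptide (full inhibition) | replicates = singlicate testing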
ADAM17 inh = inhibitors of human ADAM17; 370,000 tested, 0.83% active; P78536; inhibition, % at 6.95 µM; AID 720648; recombinant ADAM17, EDANS/DABCYL FRET peptide cleavage;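 active = inhibition above the mean of compounds lying between control limits plus 3 SD, set per campaign, cut at about 8.5% in these data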;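 note: 0% = DMSO-only wells as the low control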
TDP2 absorb = blocks human TDP2 phosphodiesterase activity; inhibition, % at 12.8 µM; AID 720702; recombinant TDP2, T5PNP hydrolysis, p-nitrophenol absorbance 415 nm; 370,000 tested, 0.34% active;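 active = inhibition above the mean of all tested compounds plus 3 SD, set per campaign, cut at about 25% in these data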;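 note: 0% = DMSO with enzyme and 100% = buffer with substrate but no TDP2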
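System: recombinant human TDP2 / Amount: 120 nM TDP2 per well / Also added: 5 mM T5PNP chromogenic substrate / Doses: 12.8 µM single point, 1% DMSO / Incubation: 2 h at 37 °C / Detection: p-Nitrophenol epi absorbance / Evaluation: % inhibition relative to enzyme-containing and enzyme-free wells / Repeats: singlicate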
ARFGAP1 inhibitor = rat ARFGAP1 inhibition | Arfgap1-stimulated ARF1 GTP hydrolysis, GDP FP detection | Q62848 | 360,000 tested, 0.26% active | inhibition, % at 16.5 µM;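 active = inhibition above a per-plate limit, mean inhibition of low control wells plus 3 SD, cut at about 25% in these data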;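 note: 0% = DMSO wells with enzyme and 100% = wells lacking Arfgap1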
Target sequence (Q62848 1-136 limits assumed): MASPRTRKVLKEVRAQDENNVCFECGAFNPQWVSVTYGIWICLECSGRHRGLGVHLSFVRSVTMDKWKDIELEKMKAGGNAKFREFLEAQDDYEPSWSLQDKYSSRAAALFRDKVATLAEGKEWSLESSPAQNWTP
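Assay system: Rat Arfgap1 GAP domain (His6, aa 1-136), purified enzyme | Buffer or medium: HEPES 25 mM pH 7.5, NaCl 150 mM, MgCl2, DTT | Schedule: GTP hydrolysis reaction 2 h at 25 °C | Signal: FP of antibody-bound GDP Alexa 633 tracer, ex 620/em 688 nm | Measure: Percent inhibition of Arfgap1-stimulated GTP hydrolysis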
ADAM10 inh = ADAM10 inhibition, QFRET primary screen. O14672. recombinant ADAM10, EDANS/DABCYL FRET peptide cleavage, 3 h. inhibition, % at 7 µM. 370,000 tested, 0.62% active. AID 720582;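 active = inhibition above a per-campaign cutoff equal to the mean of compounds falling between control-based bounds plus 3 SD, cut at about 20% in these data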;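 note: 0% = DMSO wells while the 100% control is not disclosed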
Target sequence (O14672 214-748 limits assumed): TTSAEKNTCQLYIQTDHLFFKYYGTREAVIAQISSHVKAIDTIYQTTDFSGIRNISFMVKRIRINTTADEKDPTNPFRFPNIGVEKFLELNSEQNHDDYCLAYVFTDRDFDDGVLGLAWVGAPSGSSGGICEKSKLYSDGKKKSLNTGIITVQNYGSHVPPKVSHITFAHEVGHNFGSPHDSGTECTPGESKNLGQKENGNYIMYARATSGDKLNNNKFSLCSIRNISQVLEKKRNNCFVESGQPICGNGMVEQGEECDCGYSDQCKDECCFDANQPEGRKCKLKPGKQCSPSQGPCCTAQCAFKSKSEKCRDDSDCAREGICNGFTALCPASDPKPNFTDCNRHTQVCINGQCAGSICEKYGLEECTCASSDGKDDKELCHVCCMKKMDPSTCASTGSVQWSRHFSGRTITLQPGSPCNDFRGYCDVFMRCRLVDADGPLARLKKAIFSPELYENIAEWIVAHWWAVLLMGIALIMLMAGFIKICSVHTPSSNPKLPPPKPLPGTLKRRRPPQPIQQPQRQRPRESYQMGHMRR
ASAP1 inh = inhibitors of human ASAP1 ArfGAP activity; Q9ULH1; ASAP1-stimulated ARF1 GTP hydrolysis, GDP FP detection; inhibition, % at 16.5 µM; 360,000 tested, 0.19% active; AID 624377; in the data active = inhibition above about 25%;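 note: 0% = vehicle with enzyme and substrate and 100% = no enzyme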
Target sequence (Q9ULH1 325-724 limits assumed): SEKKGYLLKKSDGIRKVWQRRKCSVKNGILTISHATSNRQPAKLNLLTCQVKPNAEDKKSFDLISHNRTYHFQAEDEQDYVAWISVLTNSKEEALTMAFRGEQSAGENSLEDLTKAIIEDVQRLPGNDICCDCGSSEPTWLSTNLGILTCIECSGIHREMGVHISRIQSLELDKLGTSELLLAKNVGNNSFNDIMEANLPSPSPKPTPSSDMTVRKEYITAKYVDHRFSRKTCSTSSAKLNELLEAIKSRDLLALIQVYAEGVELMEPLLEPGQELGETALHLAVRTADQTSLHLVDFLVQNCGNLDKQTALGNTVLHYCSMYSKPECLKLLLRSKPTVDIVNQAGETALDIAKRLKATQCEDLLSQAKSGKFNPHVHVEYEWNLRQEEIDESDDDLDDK
LEDGF integ inh = blocks HIV-1 LEDGF/p75-dependent DNA integration; TR-FRET IN-LEDGF/p75 DNA integration, Eu/Cy5; inhibition, % at 3.7 µM; AID 743269; 370,000 tested, 0.64% active;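 active = inhibition above the screen-wide mean plus 3 SD, cut at about 13% in these data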;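 note: signal is the Cy5 over europium emission ratio at 671 and 618 nm; 0% = plate median of compound wells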
PLC-gamma1 inh = PLC-gamma1 (human) inhibition, primary screen. purified PLC-gamma1, fluorogenic substrate, fluorescence. inhibition, % at 12.2 µM. 370,000 tested, 0.84% active. AID 720700; in the data active = inhibition above about 9.5%
KLK7 zymogen act = proKLK7 (human) activation, primary screen | AID 652039 | activation, % at 7 µM | P49862 | purified proKLK7, EDANS-DABCYL substrate fluorescence; 100% is mature enzyme control, 0% vehicle | 370,000 tested, 0.9% active;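 active = activation above the mean of all tested compounds plus 3 SD, computed per campaign excluding outliers beyond control limits, cut at about 13% in these data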
DDE Tn6 FP inh = DD(E)-Tn6 binding inhibition, primary FP screen | P02675 | Fibrin DD(E) TRITC-Tn6 fluorescence polarization displacement | inhibition, % at 8.3 µM | 370,000 tested, 0.21% active | AID 720509;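 active = inhibition above a per-campaign cutoff: mean of compounds within control limits plus 3 SD, cut at about 15% in these data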;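 note: 0% = median of all compound wells on the plate and 100% = blocking peptide control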
* hit, by the source's call; i = inactive; / = no result given.

SMILES | Tn7 DDE FP | ADAM17 inh | TDP2 absorb | ARFGAP1 inhibitor | ADAM10 inh | ASAP1 inh | LEDGF integ inh | PLC-gamma1 inh | KLK7 zymogen act | DDE Tn6 FP inh
COc1ccc(N2CCN(C(=O)CCc3ccc(S(=O)(=O)NCC(C)C)cc3)CC2)cc1 | -2 | 1 | -9 | -4 | 16 | 7 | 0 | 9.6* | 0.5 | 3
CCNC(=O)C1(C)CCCN1C(=O)c1cc(C)on1 (configuration not stated) | -5 | -4 | 6 | 8 | -5 | -5 | 0 | 1 | 0.9 | -2
COc1ccc(N(CC(=O)NCc2ccccc2Cl)S(=O)(=O)c2c(C)noc2C)cc1 | 2 | -1 | 8 | 3 | 7 | -22 | -1 | 0 | -0.1 | -7
CC(C)(C)SCCNC(=O)c1ccc(Cl)c(S(=O)(=O)N2CCOCC2)c1 | -7 | 1 | -1 | -1 | -1 | 5 | 5 | 6 | 0.6 | -2
O=C(CCc1nc2ccccc2c(=O)[nH]1)NCc1ccco1 | 5 | -2 | -5 | -5 | -6 | -7 | -1 | -1 | 0.2 | 2
COc1cc(-c2noc(C)c2/C=C/c2cccc([N+](=O)[O-])c2)cc(OC)c1OC | -5 | 0 | -4 | 3 | 4 | 4 | 1 | 3 | 0.4 | 1
CCOC(=O)c1c(C)[nH]c(NC(=O)NNC(=O)c2ccc(OC)cc2)c1C | -4 | -4 | 12 | 1 | -13 | 3 | -3 | -5 | 0.1 | -3
CC(=O)NCCCNc1ccc([N+](=O)[O-])cc1 | 4 | -2 | -8 | 4 | -4 | 6 | 3 | 2 | -0.1 | -5
CC(C)OCC(O)CN1CCC(Cc2ccccc2)CC1 (configuration not stated) | -6 | -2 | 0 | 1 | -5 | 7 | 2 | 2 | -0.4 | -2
CCOC(=O)C1CCCN(C2=NC(=O)/C(=C/c3ccc(N(C)C)cc3)S2)C1 (configuration not stated) | -30 | -1 | -18 | -16 | 10 | 1 | -5 | -146 | -0.7 | 3
CN(c1ccccc1C(=O)N1CCN(Cc2ccc3c(c2)OCO3)CC1)S(C)(=O)=O | -3 | 1 | -6 | -2 | -2 | 9 | 2 | 0 | -0.3 | 4
O=C(Cc1ccc(Cl)cc1)NCCS(=O)(=O)N1CCN(c2ccccc2)CC1 | 3 | -6 | 10 | 2 | -7 | -5 | 2 | 0 | -0.5 | -3
Cc1ccc(NC(=O)C2CC(=O)NC(Nc3cccc(C)c3)=N2)cc1 (configuration not stated) | 6 | 1 | -10 | -2 | -4 | -8 | -3 | -1 | -0.3 | -2
Cc1ccc(NC(=O)O/N=C/c2cccc([N+](=O)[O-])c2)cc1 | 0 | 2 | 3 | 19 | 0 | 10 | -2 | 3 | -0.6 | 2
CN1CCN(C(=O)c2sc(=S)n(-c3ccccc3)c2N)CC1 | 0 | 0 | 3 | -1 | 0 | -1 | 0 | 0 | -0.2 | 9
CCCCNc1c(-c2cccc(-c3ccc(OC)cc3)c2)nc2cc(C)ccn12 | 4 | -66 | -14 | 19 | -183 | 0 | -1 | i | -40 | -1
CNNC(=O)C(C)NC(=O)c1ccc(Br)cc1 (configuration not stated) | -4 | -4 | 10 | -5 | -2 | -2 | -3 | -1 | -0.1 | -5
OC(c1ccc(F)c(F)c1)c1nc(-c2ccccc2)cs1 (configuration not stated) | -2 | 3 | -14 | -7 | 10 | 8 | 3 | -1 | -0.2 | 5
O=C(NC(=S)Nc1ccc(CN2CCOCC2)cc1)c1ccc([N+](=O)[O-])cc1Cl | -8 | 3 | 1 | -15 | -1 | 5 | -2 | 1 | -0.1 | 2
Cc1cccc2nc3c(nc12)-c1ccccc1C3=O | -4 | -1 | 11 | -2 | 4 | -10 | 1 | -1 | 0.6 | -2
CC(OC(=O)c1c(F)cccc1F)C(=O)NCCC1=CCCCC1 (configuration not stated) | 1 | -2 | 7 | -11 | -11 | -8 | -4 | -5 | 0.4 | -3
COc1ccc(OC)c(NC(=O)Cc2nn(C)c(=O)c3ccccc23)c1 | 0 | -1 | 2 | 13 | -4 | 11 | 1 | 2 | -0.1 | 6
Cc1cccc(C)c1N1C(=O)[C@@H]2C(c3ccccc3Cl)=NO[C@@H]2C1=O | -3 | -2 | 5 | -1 | -3 | -2 | 1 | -3 | -0.4 | 3
COc1ccc(C(=O)COC(=O)CN2CC(=O)Oc3ccccc32)cc1Br | 0 | 2 | 4 | 8 | -2 | -6 | 1 | 4 | 0.3 | 15
O=C(Cn1ncc2ccccc21)N1CCc2ccccc21 | 0 | -4 | 8 | 2 | -17 | 2 | 1 | -3 | -0.4 | 7
CSCC[C@H](NC(=O)C1CCN(C(=O)[C@@H](N)Cc2ccccc2)CC1)C(=O)O | 6 | -3 | 5 | 0 | 1 | -7 | -6 | 2 | -0.1 | 6
O=CNC(=O)c1ccccc1C(=O)O | 4 | -2 | 6 | 1 | 9 | 2 | -1 | 2 | 0.8 | 1
O=c1[nH]c2ccc(S(=O)(=O)NCc3ccccn3)cc2s1 | -7 | -4 | -1 | 6 | -4 | -3 | 4 | -2 | 0.4 | -5
CCC1CCCCN1C(=O)COC(=O)c1ccc(Br)o1 (configuration not stated) | 2 | -2 | -8 | -2 | -5 | 4 | 0 | 1 | 0.5 | 7
O=C(CSc1nnc(NC(=O)C2CCC2)s1)Nc1ccccc1 | -6 | -2 | -1 | 10 | 3 | 0 | 1 | 2 | 0.5 | -5
O=[N+]([O-])c1cc(Cl)cc(/C=N/n2cnnc2)c1O | 4 | 0 | 10 | -6 | 6 | 16 | 1 | -2 | 0.2 | 3
COc1cc(C(=O)NN2C(=O)NC3(CCC(C)CC3)C2=O)ccc1OC(F)F (configuration not stated) | 7 | -8 | 1 | -2 | -13 | -11 | -5 | 4 | -0.3 | -7
CN(C)C1(CN=Cc2cc(Cl)cc([N+](=O)[O-])c2O)CCCCC1 | 4 | -4 | 12 | 0 | 2 | -1 | -3 | 0 | -0.1 | -12
CC(=O)Nc1ccccc1Nc1cc(C#N)c(C#N)cc1[N+](=O)[O-] | -1 | -4 | 0 | 7 | 0 | 9 | 0 | 1 | -0.2 | -1
O=C(NCCC1=CCCCC1)c1ccc(Cl)c(S(=O)(=O)N2CCOCC2)c1 | -4 | 2 | -6 | -1 | 4 | 12 | 3 | 7 | 0.3 | -4
CS(=O)(=O)N(CC(=O)NCC1CCCO1)c1cc(Cl)ccc1Cl (configuration not stated) | 5 | -3 | -5 | -8 | -1 | 3 | 0 | 1 | -0.7 | 2
Cc1ccc(CCNC(=O)Cn2ccc3cc(S(=O)(=O)N4CCCC4)ccc32)cc1 | -5 | -3 | 1 | 5 | -1 | -15 | -3 | -4 | 0.3 | -5
Cc1cccc2sc(NNC(=O)c3cc(-c4cccs4)nc4ccccc34)nc12 | -12 | -135 | -12 | 12 | -412 | 2 | -3 | -125 | 5.4 | -18
O=C(NNC(=O)c1ccc(-c2ccc([N+](=O)[O-])cc2)o1)c1ccncc1 | -3 | 1 | -5 | 16 | 2 | 5 | 5 | -14 | 0.2 | 2
CCOC(=O)c1ccc(NC(=O)N2CCc3ccccc32)cc1 | -1 | 2 | -6 | 12 | 6 | 3 | -5 | 4 | 0.5 | 4
CCC(C)c1ccc(S(=O)(=O)N2CCN(CC(O)CN3CCOCC3)CC2)cc1 (configuration not stated) | 2 | -9 | 14 | -2 | -10 | 0 | 3 | 3 | 0.1 | -1
CCCCCCNCC(=O)N1CCC(Cc2ccccc2)CC1 | 2 | 5 | 1 | 1 | 0 | 1 | 3 | 1 | 0.5 | -2
CCOc1cccc(C(=O)NC(=S)Nc2ccc(Cl)cc2C(=O)O)c1 | 1 | -16 | -8 | -4 | -40 | -12 | -7 | -12 | 0.5 | 8
Cc1nn(C)c(-c2n[nH]c(=S)n2Cc2ccco2)c1Cl | -9 | -4 | 1 | -6 | 1 | 8 | 20* | -5 | 0.2 | -9
O=C(COCC(=O)NCc1ccccc1)NCc1ccccc1 | 1 | 3 | 2 | 3 | 9 | 5 | 1 | 1 | -0.2 | 0
CCOC(=O)c1ccc(-n2c(CN3CCC(O)CC3)nc3ccc([N+](=O)[O-])cc3c2=O)cc1 | -4 | -1 | -14 | 0 | 4 | 15 | 5 | 4 | 0.7 | -6
COc1ccc(CCNC(=O)COC(=O)/C=C/c2cccs2)cc1 | 4 | -4 | 5 | -1 | 1 | -8 | 1 | -1 | 0.3 | -10
O=C1Nc2ccc(Br)cc2C1(O)c1ccccc1 (configuration not stated) | 3 | -1 | -4 | -6 | 6 | 7 | 3 | -9 | 0.2 | 2
CC(C)c1ccc(C(=O)Nc2cc(Cl)ccc2C(=O)O)cc1 | -7 | 3 | -16 | / | 12 | / | 4 | 0 | / | 2
COC(CNC(=O)Cn1ncc2ccsc2c1=O)OC | 1 | 1 | 1 | 15 | -4 | 13 | 1 | -1 | 0.7 | -3

Quoted from the results shown (four entries):
SMILES | Tn7 DDE FP | ADAM17 inh | TDP2 absorb | ARFGAP1 inhibitor | ADAM10 inh | ASAP1 inh | LEDGF integ inh | PLC-gamma1 inh | KLK7 zymogen act | DDE Tn6 FP inh
COc1ccc(CCNC(=O)COC(=O)/C=C/c2cccs2)cc1 | 4 | -4 | 5 | -1 | 1 | -8 | 1 | -1 | 0.3 | -10
O=C1Nc2ccc(Br)cc2C1(O)c1ccccc1 (configuration not stated) | 3 | -1 | -4 | -6 | 6 | 7 | 3 | -9 | 0.2 | 2
CC(C)c1ccc(C(=O)Nc2cc(Cl)ccc2C(=O)O)cc1 | -7 | 3 | -16 | / | 12 | / | 4 | 0 | / | 2
COC(CNC(=O)Cn1ncc2ccsc2c1=O)OC | 1 | 1 | 1 | 15 | -4 | 13 | 1 | -1 | 0.7 | -3

Additional results follow.
SMILES | Tn7 DDE FP | ADAM17 inh | TDP2 absorb | ARFGAP1 inhibitor | ADAM10 inh | ASAP1 inh | LEDGF integ inh | PLC-gamma1 inh | KLK7 zymogen act | DDE Tn6 FP inh
CNc1ncnc2c1ncn2[C@H]1CN(Cc2cccc3ccccc23)C[C@@H](CO)O1 | -8 | -2 | -3 | 10 | -5 | 6 | 3 | -1 | 0.1 | -9
CN(C(=O)c1cccc(NC(=O)Cc2cccc(NC(=O)C3CCCN(C(=O)C4CCC4)C3)c2)c1)C1CCC1 (configuration not stated) | -3 | 4 | -15 | 8 | 2 | 12 | 6 | 2 | 1.3 | -2
CCc1ccc(NC(=O)c2cc(-c3ccc(F)cc3)on2)cc1 | 3 | 1 | 9 | -6 | 6 | 7 | 5 | 4 | 0.1 | -4
CC1CCN(S(=O)(=O)c2ccc(S(=O)(=O)NCC3COCCO3)cc2)CC1 (configuration not stated) | -6 | 0 | 1 | -13 | -11 | -1 | 0 | 1 | 0.3 | 1
